Mito fusion yeast = inhibitors of mitochondrial division or activators of mitochondrial fusion | S. cerevisiae fusion-defective mutant growth rescue, CellTiterGlo 48 h | Potency, µM (top dose mostly 46.1 µM), for inactives: at the highest dose growth rescue (activation), usual class: activators | 320,000 tested, 0.23% active;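 also: potency is read from the fitted curve at half-maximal effect; % of control where 0% means no effect; nearly all actives have a fitted effect of over 45% in size; temperature-sensitive fusion mutants such as fzo1-1 at 37 °C on non-fermentable ethanol glycerol medium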
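Compounds are tested for their ability to restore growth of mitochondrial fusion-defective yeast strains at non-permissive 37C in YPEG medium over 48 hours. Viability is quantified by luciferase luminescence.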
ELG1 DNA repair = ELG1-dependent DNA repair inhibition; HEK293T ELG1-luciferase reporter, luminescence, 16 h; DNA damage induced by 5-fluorouridine; Potency, µM (highest dose often 46.1 µM), without a hit: at the highest dose activity change, negative = inhibition, most hits filed as inhibitors; 330,000 tested, 2.3% active; also: potency is read from the fitted curve at half-maximal effect; % is scaled to controls: 0 for no effect and ±100 for the full control effect; nearly all actives have a fitted effect of over 55% in size
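HEK293T cells expressing luciferase-tagged ELG1 (2,000/well) received 5-Fluorouridine plus compound or DMSO for 16 hr at 37 °C. Luciferase was read by ONE-Glo luminescence after 30 min at room temperature.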
KCNH2 3.1 block = KCNH2 3.1 (human) potassium channel inhibition. 340,000 tested, 0.95% active. activity change, % (tested at about 1.8 µM). U2OS KCNH2 3.1, thallium flux FluxOr; hits give low values;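 active = maximum activity change below -70%; inconclusive = maximum activity change from -70% to -50%; inactive = maximum activity change above -50%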;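 also: thallium influx rate constant from kinetic fluorescence after stimulation buffer; % is scaled to controls: 0 for no effect and ±100 for the full control effect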
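Virally transduced U2OS (3.1 isoform, 4 h infection in dark at RT) → overnight 37 C → FluxOr + Red40 in HBSS/HEPES, 45 min → stimulation buffer, 2 min kinetic read → rate constant vs DMSO controls.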
TSHR antag = antagonists of human thyroid stimulating hormone receptor; P16473; TSHR-expressing cells, TSH-stimulated cAMP HTRF, 2 h; hits give low values; 330,000 tested, 0.2% active; activity change, negative = inhibition, % at 11.5 µM;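 active = activity change below a set negative limit, meaning inhibition stronger than a set level, cut at about -70% in these data; inconclusive = activity change between two set negative limits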; also: % is scaled to controls: 0 for no effect and ±100 for the full control effect
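Cell-based HTRF cAMP assay; TSHR cells + compound, TSH EC80 (4nM final), 2 h, 37 deg C. Lysis with anti-cAMP cryptate and cAMP-d2, 30 min RT, read 665/620 nm.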
TRPV1 ag = human TRPV1 agonism; AID 540275; Q8NER1; activation, % at 8.33 µM; 320,000 tested, 0.19% active; TRPV1-expressing cells, Fluo-8 calcium influx, agonist mode; in the data active = activation above about 80%; inconclusive = between about 30% and that limit; also: 0% is about no effect
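Cells expressing TRPV1 were dye-loaded with Fluo-8 and read kinetically: 10 s baseline, 3 min after compound (agonist portion), then 2 min after EC20 capsaicin (allosteric enhancer portion). Calcium-bound dye fluorescence at 480/520 nm.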
Eya2 phos inh = blocks the phosphatase activity of human Eya2; O00167; recombinant Eya2, OMFP fluorescence dephosphorylation (OMFP is methylfluorescein phosphate); Potency, µM (series often up to 76.9 µM), inactives show at the top dose activity, negative = inhibition, most hits filed as inhibitors; 330,000 tested, 0.006% active; also: potency is read from the fitted curve at half-maximal effect; % is scaled to controls: 0 for no effect and ±100 for the full control effect
Target sequence (O00167 whole entry, looked up): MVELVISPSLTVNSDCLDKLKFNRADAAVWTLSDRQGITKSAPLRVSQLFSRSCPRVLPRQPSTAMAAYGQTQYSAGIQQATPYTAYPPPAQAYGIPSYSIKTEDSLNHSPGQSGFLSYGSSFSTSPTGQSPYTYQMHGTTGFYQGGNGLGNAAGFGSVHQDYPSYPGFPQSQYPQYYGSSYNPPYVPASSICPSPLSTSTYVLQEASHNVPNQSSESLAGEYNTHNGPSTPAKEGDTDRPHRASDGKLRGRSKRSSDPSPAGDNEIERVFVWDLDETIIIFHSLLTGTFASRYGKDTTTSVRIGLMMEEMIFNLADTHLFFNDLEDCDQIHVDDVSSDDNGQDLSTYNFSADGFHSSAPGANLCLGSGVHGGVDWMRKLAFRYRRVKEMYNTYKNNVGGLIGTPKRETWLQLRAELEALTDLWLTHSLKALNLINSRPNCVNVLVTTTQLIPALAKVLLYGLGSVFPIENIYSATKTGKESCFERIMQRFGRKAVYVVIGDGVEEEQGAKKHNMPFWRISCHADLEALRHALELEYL
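Eya2 (0.2 uM) preincubated 10 min at ambient with compound, then OMFP substrate added at 50 uM; 10 min reaction in 50 mM HEPES pH 7.5, 50 mM NaCl, 5 uM MgCl2, 0.05% BSA, 1 mM DTT. Fluorescence read at Ex 485/Em 525 nm.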
A-T KAP1 phos = potential ataxia-telangiectasia treatment | […] A-T fibroblasts, KAP-1 phosphorylation AlphaLISA; neocarzinostatin DNA damage 30 min before lysis | Potency, µM (top dose mostly 57.5 µM), for the others: top-dose activation, usual class: activators | 320,000 tested, 0.19% active; also: potency is read from the fitted curve at half-maximal effect; % of control where 0% means no effect; nearly all actives have a fitted effect of over 45% in size
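ATM-like activity read as KAP-1 phosphorylation via AlphaLISA donor/acceptor antibody pairs after lysis and 6 hr at 25C. Cells were ATM-null patient fibroblasts ([…], hTERT), dosed 60 min, then exposed to the DSB inducer NCS for 30 min.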
TCR activator = activates T cell receptor signaling. primary human leukocytes, anti-CD3, IL-2 HTRF, 48 h. Potency, µM (top dose mostly 9.22 µM), for inactives: top-dose activation of IL-2 secretion, most hits filed as activators. 330,000 tested, under 10 active. AID 504894; also: % of control where 0% means no effect
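Using a-CD3 beads without co-stimulation, primary human leukocytes were exposed to compounds for 48 hr. An HTRF IL-2 kit measured the cytokine, with europium-to-d2 energy transfer producing emission at 665nm upon 320nm excitation.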
USP2a inh = USP2a (human) protease inhibition; AID 463254; Potency, µM (titrated, usually from 38.3 µM), for inactives: at the top dose activity change, negative = inhibition, hits mostly inhibitors; USP2 core, Ub-CHOP2 coupled fluorogenic reporter, 485/531; 330,000 tested, 0.01% active;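 also: potency is read from the fitted curve at half-maximal effect; plate controls were DMSO wells for no effect and full inhibition by NEM control for full effect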
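USP2 core (10nM final) preincubated 30min RT with compound in 20mM Tris-HCl pH 8.0, 2mM CaCl2, 2mM beta-mercaptoethanol, 0.05% CHAPS; 25nM Ub-CHOP2 plus 25nM reporter substrate added, fluorescence (Ex485/Em531) read after 60min.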
hERG WT inh = KCNH2 (human, wildtype) channel inhibition; Q12809; U2OS, BacMam KCNH2, thallium flux FluxOr; hits give low values; activity change, % at 1.84 µM; 340,000 tested, 0.37% active;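 active = maximum activity change below -70%; inconclusive = maximum activity change between -70% and -50%; inactive = maximum activity change above -50%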; also: % is scaled to controls: 0 for no effect and ±100 for the full control effect
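U2OS cells transduced with wild-type KCNH2 virus are loaded with FluxOr dye for 45 min, and thallium flux is measured in kinetic reads before and after stimulation buffer. Rate constants are normalized to DMSO controls.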
The depositor's hits bear a star; ? = inconclusive; . = not tested or not shown; & = joins results of further samples; [ ] = dose if it differs, or a comment. Unless noted, calls follow the shape of the dose curve; as a rule, active = well fitted curve in the direction sought with a large enough effect; inconclusive = small, poorly fitted or top-dose-only effect, or another doubt; inactive = no such curve, though single readings can be large; an effect the other way counts as inactive or inconclusive. Some of the compounds tested; rates above refer to the full screens.

[1] COc1cc(CN(C)Cc2cccc3ccccc23)cc([N+](=O)[O-])c1O
[2] C[C@@H]1CCC(=O)N(C[C@@H](C)CSc2ccccc2)CC1
[3] Cc1ccc(S(=O)(=O)N(C)C)cc1NC(=O)COC(=O)Cc1n[nH]c(=O)c2ccccc12
[4] CC(C)(O)c1cc2ccc(C#CCCN3C(=O)c4ccccc4C3=O)cc2c(=O)o1
[5] Cc1cc(OCC(=O)OCC(=O)Nc2cc(S(=O)(=O)N3CCOCC3)ccc2Cl)ccc1Cl
[6] CCN(CC)S(=O)(=O)c1ccc2[nH]c(=O)cc(C(=O)Nc3ccccc3N3CCOCC3)c2c1
[7] CC(c1n[nH]c(=S)n1-c1ccc(Cl)cc1)N(C)C (stereo not drawn)
[8] O=c1cc(-c2ccc(O)cc2)oc2c1ccc1ccccc12
entry no.	1	2	3	4	5	6	7	8
Mito fusion yeast	3%	-4%	2%	.	.	6%	-5%	9%
ELG1 DNA repair	3%	?	-17%	8%	6%	-25%	14%	?
KCNH2 3.1 block	-9	11	3	0	-25	-5	-7	5
TSHR antag	15	5	7	-2	8	-6	-2	-11
TRPV1 ag	2	7	-1	.	.	-1	-2	?
Eya2 phos inh	15%	2%	-2%	10%	?	-3%	0%	3%
A-T KAP1 phos	5%	7%	0%	-4%	-2%	7%	-5%	-5%
TCR activator	-5%	-1%	1%	-2%	-2%	5%	1%[46.1 µM]	-7%
USP2a inh	-1%	2%	3%	2%	-7%	-2%	1%	0%
hERG WT inh	1	1	-32	14	-4	-20	-5	-2

[9] COc1ccccc1NS(=O)(=O)c1ccc(C(N)=O)cc1
[10] CC(C)C(=O)Nc1ccc2c3c(cccc13)CC2
[11] Cc1ccc(N=Cc2sc(O)c3ccccc23)c(C)c1
[12] CC(C)(C)c1ccc(-n2ncc3c2CCCC3NC(=O)CN2CCCC2=O)cc1 (stereo not drawn)
[13] CCCCOC(=O)CSC1=C(C#N)C(c2ccccc2OC)C(C#N)C(=O)N1 (stereo not drawn)
[14] COCCN(C(=O)C(C)C)c1nnc(-c2ccc(C)cc2)s1
[15] O=C(Nc1ccccc1)OCc1ccccn1
[16] CC(C)c1ccc(OCC(=O)NC2=NCCS2)cc1
entry no.	9	10	11	12	13	14	15	16
Mito fusion yeast	-2%	-2%	-8%	10%	-3%	1%	-7%	-5%
ELG1 DNA repair	2%	3%	?	?	-9%	?	?	?
KCNH2 3.1 block	3	-4	5	.	13	-6	8	0
TSHR antag	-1	-12	1	-36	-3	11	1	-3
TRPV1 ag	1	21	18	-1	0	-3	8	?
Eya2 phos inh	?	5%	-26%	0%	15%	1%	3%	-5%
A-T KAP1 phos	3%	-5%	-5%	11%	-6%	4%	-9%	-2%
TCR activator	-5%	-2%[46.1 µM]	5%	0%	-9%	-4%	0%	.
USP2a inh	-1%	-1%	4%	-1%	-2%	-1%	4%	1%
hERG WT inh	-2	1	3	-8	10	0	4	-2

[17] C[C@H](NC(=O)c1nc[nH]c1C(=O)N[C@@H](CCCCNC(=O)OC(C)(C)C)C(=O)OC(C)(C)C)c1ccccc1
[18] Cc1ccc(NC(/C=C/N(C)C)=C/C(=O)C(F)(F)F)c(C)c1
[19] CC1CCCCC1N(C)C1CCN(C(=O)CNC(=O)/C=C/c2cccc(Cl)c2)CC1 (stereo not drawn)
[20] CCOc1cc(/C=N/NC(N)=O)cc(Br)c1OCC(=O)Nc1ccccc1C
[21] CC(=O)O/N=C1\C(=O)N(Cc2ccc(C)cc2)c2ccccc21
[22] CN(c1cccc(Cl)c1)S(=O)(=O)c1cccc(C(=O)Nc2ccc3c(c2)CCC3)c1
[23] O=C(COC(=O)Cc1c[nH]c2ccccc12)Nc1ccccc1C(F)(F)F
[24] OC[C@H]1OC(O)[C@@H](O)[C@@H](O)[C@@H]1O (stereo partly drawn)
entry no.	17	18	19	20	21	22	23	24
Mito fusion yeast	1%	2%	3%	5%	-1%	15%	.	-1%
ELG1 DNA repair	?	?	-3%	0%	-14%	-23%	0%	0%
KCNH2 3.1 block	.	1	?	-14	5	-29	-12	17
TSHR antag	-1	-1	49	-11	0	-15	.	2
TRPV1 ag	3	14	-2	0	3	9	.	-2
Eya2 phos inh	-22%	4%	3%	12%	-11%	-17%	-1%	6%
A-T KAP1 phos	6%	2%	1%	4%	-7%	-17%	6%	13%
TCR activator	6%	10%	-3%	-3%	3%	0%[46.1 µM]	8%	-1%
USP2a inh	0%	0%	-3%	2%	3%	-7%	5%	3%
hERG WT inh	.	-1	-10	0	-4	-4	-8	-7

[25] COc1ccc(C(=O)CSc2nc(-c3ccccn3)nc(C)c2Cl)cc1
[26] O=C(COc1ccc(Cl)cc1)Nc1cc(S(=O)(=O)N2CCCCC2)ccc1N1CCCCC1
[27] C=CCN(c1ccccc1)S(=O)(=O)c1cccc(C(=O)Nc2nnc(SCC)s2)c1
[28] CCOC(=O)CCCn1c(C)nc(=O)c(-c2ccccc2)c1C
[29] CCN(CC)C(=O)CSc1nnc(C2CCCCC2)o1
[30] CCC(C(=O)Nc1nc(C)c(C)s1)c1ccccc1 (stereo not drawn)
[31] O=C(COc1ncnc2ccccc12)N1CCN(S(=O)(=O)c2ccc(Cl)cc2)CC1
[32] CSC(=NCCCN1CCOCC1)NS(=O)(=O)c1cccs1
entry no.	25	26	27	28	29	30	31	32
Mito fusion yeast	-1%	3%	5%	2%	5%	-10%	-2%	-3%
ELG1 DNA repair	16µM*	-3%	?	-8%	?	-18%	-29%	?
KCNH2 3.1 block	-13	11	1	-20	-1	0	0	14&-14
TSHR antag	-2	-14	-25	10	-27	-17	-4	10
TRPV1 ag	13	5	5	-2	9	1	2	2
Eya2 phos inh	-8%	2%	0%	5%	10%	-4%	4%	-6%
A-T KAP1 phos	-6%	4%	10%	-6%	6%	-1%	-2%	-16%
TCR activator	-7%	6%[46.1 µM]	3%[46.1 µM]	-4%	0%	.	.	1%&-3%
USP2a inh	-2%	2%	-4%	0%	-1%	-1%	-3%	-1%
hERG WT inh	2	11	0	-2	-14	-5	-8	1&-9

[33] COC(=O)c1cc(NC(=O)Cn2c(=O)oc3ccccc32)cc(C(=O)OC)c1
[34] CCOC(=O)c1cc(CC)sc1NC(=O)CN1CCN(C(=O)C2CCCO2)CC1 (stereo not drawn)
[35] CN(C)C(=S)Nc1ccc(Br)c(Cl)c1
[36] O=C(NCc1cccs1)c1nc2c(nnn2Cc2ccc(F)cc2)c(=O)[nH]1
[37] Cc1[nH]c2ccccc2c1C(c1ccccn1)N1CCC(C(N)=O)CC1 (stereo not drawn)
[38] CCc1ccc(NC(=O)C2CCN(S(C)(=O)=O)CC2)cc1
[39] O=C(CN1C(=O)NC2(CCCC2)C1=O)Nc1cccc(Cl)c1Cl
entry no.	33	34	35	36	37	38	39
Mito fusion yeast	1%	4%	2%	-3%	-5%	1%	-4%
ELG1 DNA repair	-25%	-6%	0%	-4%	?	12%	-3%
KCNH2 3.1 block	7	-2	-5	-25	1	5	10
TSHR antag	2	-7	10	5	.	-7	11
TRPV1 ag	6	10	.	-1	-2	?	1
Eya2 phos inh	-10%	5%	7%	-1%	-11%	7%	-16%
A-T KAP1 phos	-9%	5%	-4%	7%	-5%	-2%	0%
TCR activator	3%	3%	1%	-3%[46.1 µM]	7%	.	-4%
USP2a inh	-4%	2%	0%	-1%	1%	0%	-2%
hERG WT inh	-8	5	-12	22	-5	-4	-28

3 entries from above, ordered by SMILES length, lowest first:
[8] O=c1cc(-c2ccc(O)cc2)oc2c1ccc1ccccc12
[22] CN(c1cccc(Cl)c1)S(=O)(=O)c1cccc(C(=O)Nc2ccc3c(c2)CCC3)c1
[3] Cc1ccc(S(=O)(=O)N(C)C)cc1NC(=O)COC(=O)Cc1n[nH]c(=O)c2ccccc12
entry no.	8	22	3
Mito fusion yeast	9%	15%	2%
ELG1 DNA repair	?	-23%	-17%
KCNH2 3.1 block	5	-29	3
TSHR antag	-11	-15	7
TRPV1 ag	?	9	-1
Eya2 phos inh	3%	-17%	-2%
A-T KAP1 phos	-5%	-17%	0%
TCR activator	-7%	0%[46.1 µM]	1%
USP2a inh	0%	-7%	3%
hERG WT inh	-2	-4	-32

Assay outcomes (PubChem)
